Bioassay records as filed in PubChem.
TDP1 cell noCPT: qHTS for Inhibitors of human tyrosyl-DNA phosphodiesterase 1 (TDP1): qHTS in cells in absence of CPT | DT40 Tdp1-/- hTDP1 cells, no CPT, ATP luminescence, 48 h | actives 15% (n = 420,000) | Potency, µM (highest dose often 46.2 µM), for inactives: top-dose activity change, negative = growth inhibition, usual class: inhibitors; also: nearly all actives have a fitted effect of over 55% in size
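Readout: luminescence from CellTiter-Glo after 30 min in the dark at RT. Cells: DT40 Tdp1-/- with stable hTDP1, 400/well. Exposure: compounds alone, ≥48 hr, 37 °C.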
TDP1 inh: qHTS Assay for Inhibitors of Tyrosyl-DNA Phosphodiesterase (TDP1) | Tyrosyl-DNA phosphodiesterase 1 (Homo sapiens), Q9NUW8 | recombinant TDP1, AlphaScreen DNA substrate cleavage | Potency, µM (top dose mostly 130 µM), for the others: top-dose activity change, negative = inhibition, most hits filed as inhibitors | actives 0.28% (n = 350,000); also: nearly all actives have a fitted effect of over 40% in size
Target sequence (Q9NUW8 whole entry, looked up): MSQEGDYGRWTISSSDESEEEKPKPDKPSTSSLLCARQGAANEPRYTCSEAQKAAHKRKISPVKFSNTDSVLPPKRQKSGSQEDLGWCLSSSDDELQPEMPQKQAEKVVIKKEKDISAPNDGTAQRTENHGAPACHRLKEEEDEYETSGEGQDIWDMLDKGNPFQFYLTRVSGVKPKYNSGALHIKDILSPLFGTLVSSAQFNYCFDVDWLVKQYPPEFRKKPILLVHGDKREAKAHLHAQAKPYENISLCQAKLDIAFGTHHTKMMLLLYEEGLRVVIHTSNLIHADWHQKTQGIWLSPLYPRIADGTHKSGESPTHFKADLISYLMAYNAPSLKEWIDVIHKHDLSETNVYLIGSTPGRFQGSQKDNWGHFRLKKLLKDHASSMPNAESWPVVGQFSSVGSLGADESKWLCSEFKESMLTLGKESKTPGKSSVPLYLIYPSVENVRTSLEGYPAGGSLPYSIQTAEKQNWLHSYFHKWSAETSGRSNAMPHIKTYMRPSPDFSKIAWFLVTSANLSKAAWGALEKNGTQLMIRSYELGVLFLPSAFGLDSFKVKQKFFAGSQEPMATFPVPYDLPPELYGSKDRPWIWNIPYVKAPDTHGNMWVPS
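Compounds were preincubated with Tdp1 (1 nM final) for 15 min at room temperature before substrate (15 nM final) started a 5 min reaction; beads (10 ug/ml final) were then added for 10 min before AlphaScreen detection.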
DT40 TDP1 CPT: qHTS for Inhibitors of human tyrosyl-DNA phosphodiesterase 1 (TDP1): qHTS in cells in presence of CPT | chicken DT40 Tdp1-/-;hTDP1 cells + 20 nM CPT, ATP luminescence, 48 h | Potency, µM (titrated, usually from 46.2 µM), without a hit: top-dose activity change, negative = growth inhibition, actives largely listed as inhibitors | actives 12% (n = 420,000); also: nearly all actives have a fitted effect of over 55% in size
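Chicken DT40 Tdp1-/- cells complemented with human TDP1, 400 cells/well, exposed to compounds plus 20 nM camptothecin for at least 48 h at 37 C; viability read as ATP content by CellTiter-Glo luminescence.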
Active calls of the source: *; ? = inconclusive; · = no result given; & = joins results of further samples; [ ] = remark or other dose. Calls follow the shape of the dose curve; as a rule, active = well fitted curve in the direction sought with a large enough effect; inconclusive = small, poorly fitted or top-dose-only effect, or another doubt; inactive = no such curve, though single readings can be large; an effect the other way counts as inactive or inconclusive. % is scaled to controls: 0 for no effect and ±100 for the full control effect; potency is read from the fitted curve at half-maximal effect. An unsorted share of the library; about 18% have a hit in one of these screens.

SMILES | TDP1 cell noCPT | TDP1 inh | DT40 TDP1 CPT
COc1ccc2c(/C=C/c3cc[n+](C)cc3)c[nH]c2c1 | 7.31µM* | · | 9.2µM*
Cc1cc(C)cc(NC(=O)CN2C(=O)CSc3ccc(S(=O)(=O)N(C)C)cc32)c1 | 16.4µM* | 5.3% | 20.6µM*
Cc1ccc(Cn2c3ccccc3c3cnn(CC(=O)N4CCCCCC4)c(=O)c32)cc1 | ? | 2.0% | ?
COc1ccc(CCNC(=O)C(=O)Nc2ccccc2F)cc1 | -2.0% | -0.4%[12.3 µM] | 9.8%
CNS(=O)(=O)c1ccc2c(c1)[nH]c(=S)n2C | -31.1% | · | -9.5%
O=C(CC1N=C2c3ccccc3N=C(SCC(=O)Nc3ccc(F)cc3)N2C1=O)NCc1cccs1 (stereo not drawn) | ? | 0.5% | ?
Cc1cc(C)c(C(=O)/C=C/c2cccs2)c(=O)[nH]1 | ? | 0.6% | ?
O=C(c1ccco1)N1CCN(Cc2cn[nH]c2-c2cccc3ccccc23)CC1 | 23.1µM* | · | ?
CSc1ccc(C(=S)N2CCN(CCO)CC2)cc1 | -13.5% | 0.0% | -7.5%
C=C1CCN([C@H](C(=O)NCc2ccccc2)C(C)C)S(=O)(=O)c2ccccc21 | -0.7% | · | ?
NNC(=O)COc1cccc(Oc2ccccc2)c1 | 18.4µM* | 5.0% | ?
CCOC(=O)C1(C)C=C(Nc2ccc(OC)cc2)C(=O)N1c1ccccc1 (stereo not drawn) | ? | · | ?
Cc1csc(=O)n1CC(=O)OCC(=O)Nc1ccc(F)c(F)c1F | 2.5% | · | ?
CC(C)[C@H](NC(=O)[C@@H]1Cc2ccccc2CN1C(=O)OC(C)(C)C)C(=O)NCc1ccco1 | ? | 5.0% | -3.5%
CC(C)(C)c1ccc(C(=O)NCCc2csc3nc(-c4ccccc4F)nn23)cc1 | ? | 8.9% | 20.6µM*
O=C(NC1CC1)C1CCC(=O)N1C1CCCC1 (stereo not drawn) | 0.8% | 6.2% | -20.8%
Cc1cccc(NC(=S)NCc2ccccc2)c1C | -28.2% | · | -29.0%
NC(=O)c1ccccc1NC(=O)CN1CCN(Cc2ccccc2)CC1 | -2.9% | · | -8.0%
O=C(CSc1nnc(-c2ccncc2)o1)N1CCc2ccccc2C1 | -12.1% | 0.0% | 9.4%
CCOC(=O)Nc1ccc(NC(=O)c2ccccc2F)cc1 | -27.7% | 8.4% | -28.1%
CCN(CCNC(=O)C1CCN(S(=O)(=O)CC)CC1)c1ccccc1 | -0.2% | 1.1% | 5.7%
CC12C(=O)N(c3cccc4cccnc34)C(=O)C1C1C=CC2C1 (stereo not drawn) | 4.9% | 3.9% | 38.0%[activator]
COc1ccc(C(CNC(=O)c2ccc(C)c(S(=O)(=O)N3CCCCC3)c2)N(C)C)cc1OC (stereo not drawn) | -22.1% | 5.3% | -1.0%
Nc1nc(SCC(=O)c2c(N)n(Cc3ccccc3)c(=O)[nH]c2=O)n[nH]1 | -23.6% | · | -21.7%
O=C1c2ccccc2C(c2nnnn2-c2ccc3c(c2)OCCO3)N1CCc1ccc(O)cc1 (stereo not drawn) | ? | · | ?
CCOc1ccc(/C=C2\SC(=S)N(CCC(=O)Nc3cccc(C(=O)O)c3)C2=O)cc1 | 7.1% | · | 20.9%
O=C(NNC(=O)c1ccccc1O)c1ccc(Cl)c(S(=O)(=O)N2CCCCC2)c1 | ? | -6.4% | ?
CCOc1ccc(N(CC(=O)NCCSCc2ccccc2)S(C)(=O)=O)cc1 | 5.8µM* | · | 1.84µM*
COc1cc(CN2CCC(CCC(=O)NC3CC3)CC2)cc(Cl)c1OC | 9.9% | · | 2.3%
CCC[C@H]1CC(=O)C=C(c2ccc(OC)cc2)ON1C(=O)OC(C)(C)C | ? | · | ?
Nc1ccc(Oc2ccccc2-c2ccccc2)cc1 | -26.7% | · | 4.6%
CC(=O)c1ccc(OC(=O)N2CCOCC2)cc1 | -11.9% | · | -5.5%
CCCNC(=O)c1nn2c(C(F)(F)F)cc(-c3ccccc3)nc2c1Br | ? | · | -22.3%
Cc1cccc(NC(=O)c2cnn(-c3ccccc3)c2C)c1C | -23.4% | 4.6% | -8.3%
COc1cccc(-n2c(Cn3nc(C(F)F)cc3C(F)F)n[nH]c2=S)c1 | -16.1% | 4.5% | -9.0%
O=C(COC(=O)C1(c2ccccc2)CCCC1)N1CCNC1=O | ? | 1.5% | -2.3%
COc1cc(C2Nc3cc(Cl)c(S(N)(=O)=O)cc3S(=O)(=O)N2)ccc1OCc1ccccc1 (stereo not drawn) | ? | 8.1% | ?
CCCCn1c(N)c(N(CCC(C)C)C(=O)CSc2nnc3ccccn23)c(=O)[nH]c1=O | 1.7% | -0.5% | -1.6%
COc1ccc(CC(=O)Nc2ccc(-c3nc4ccccc4s3)c(C)c2)cc1 | ? | 3.4% | ?
O=C(c1ccc2c(c1)OCO2)C1CCCN(Cc2cccn2-c2cccnc2)C1 (stereo not drawn) | 14.6µM* | 7.3% | 23.1µM*
O=C(Nc1ccccc1Oc1cccnc1)C1CCCN(C/C=C/c2ccc(F)cc2)C1 (stereo not drawn) | ? | 4.8%[56.1 µM] | ?
Cc1cc(C(=O)CCl)c(C)n1-c1cccc(S(=O)(=O)N2CCOCC2)c1 | 2.31µM* | 5.3% | 1.3µM*
COc1ccc(N2CCN(c3cc(C(=O)Nc4cc(OC)c(OC)c(OC)c4)ncn3)CC2)cc1OC | 18.4µM* | · | 14.6µM*
COc1cccc(CNC(=O)CN2C(=O)CCc3cc(S(=O)(=O)N4CCOCC4)ccc32)c1 | -0.5% | 3.8% | -11.3%
CN(c1ccc(C(=O)NCCSC(C)(C)C)cc1)S(=O)(=O)c1ccccc1 | ? | 8.6% | ?
Nn1c(SCC(=O)NC(=O)NCc2ccccc2)nnc1C1CC1 | -0.3% | 0.0% | -5.7%
O=C(Nc1ccc2c(c1)N(S(=O)(=O)c1cccs1)CCC2)c1c(F)cccc1Cl | ? | 5.1%[0.505 µM] | ?
CC1=Nc2nc(N3CCCCCC3)c(C#N)c3c4c(nc(c23)N1)N(c1ccc2ccccc2c1)C(=O)C4 | ? | · | ?
O=C(N[C@H]1/C=C\[C@@H](O)CCCC1)OCc1ccccc1 | -2.5% | · | 3.6%
N#Cc1c(Cl)cccc1N1CCC(C(N)=O)CC1 | -29.5% | -4.1% | -16.8%
C[C@@H]1CC=C[C@H]2[C@H]1C(=O)N(Cc1ccccc1)[C@H]2c1ccc(Br)cc1F | ? | 0.0% | ?
CC(C)c1onc(C(=O)NC2CCCC2)c1[N+](=O)[O-] | ? | 6.9% | ?
COc1ccc(CC(=O)Oc2ccccc2[N+](=O)[O-])cc1 | 19.8% | · | 1.7%
CCN(CC(=O)Nc1c(F)cccc1F)C(=O)c1cnc(C)cn1 | 2.6% | -3.8%[56.1 µM] | 1.5%
O=[N+]([O-])c1cccc(S(=O)(=O)NCc2ccncc2)c1 | 2.31µM* | 0.0% | 2.31µM*
O=C(O)CCC(=O)N1CCc2cc(S(=O)(=O)Nc3ccc4c(c3)OCCO4)ccc21 | -23.6% | 4.9% | -10.7%
CC(C)CCn1c(Oc2ccccc2Cl)nc2c1c(=O)n(C)c(=O)n2C | ? | 5.8% | ?
CC1(C)NC(=O)N(CC(O)Cn2nnc3ccccc32)C1=O (stereo not drawn) | -5.4% | 3.1% | -2.1%
C#CCNC(=O)C[C@@H]1C[C@@]2(C(=O)OC)CC(C)(C)CC=C2N(Cc2ccccc2)C1=O | ? | · | ?
Cc1cccn2cc(-c3ccc(S(=O)(=O)N4CCOCC4)cc3)nc12 | 16.4µM* | 0.0% | ?
Going on with the list.
SMILES | TDP1 cell noCPT | TDP1 inh | DT40 TDP1 CPT
O=C(Cc1ccc([N+](=O)[O-])cc1)N/N=C/c1ccco1 | 11.1% | 0.0% | -7.4%
CCc1ccccc1NC(=O)c1ccc(F)c(S(=O)(=O)NC2CCCCCC2)c1 | -7.9% | 7.8% | -21.5%
Cc1ccc2c(c1)c(N=NC(N)=O)c(O)n2C | -23.9% | -2.4% | 0.4%
O=C(NCc1ccco1)c1sc2cccc(F)c2c1Cl | ? | 5.5% | ?
COc1ccc(CCNC(=O)CSc2nc(N)c(C#N)c(-c3cccs3)c2C#N)cc1OC | -6.6% | 5.1% | -13.6%
Cc1cccc(C(=O)Nc2cccc(C(=O)N/N=C/c3cccc(C)n3)c2)c1 | -6.5% | · | -10.5%
CCN(CC)C(=O)C1=C(C)N(CCCOC)C(=O)C(CC(=O)NC2CCCCC2)C1 (stereo not drawn) | -2.9% | · | 5.5%
CCc1nc2ccc(C(=O)O)cc2nc1CC | -16.0% | -2.3% | -24.5%
Cc1ccc(-c2n[nH]c(=S)n2/N=C\c2ccco2)cc1 | ? | 5.7% | -4.1%
CN1CCCN(C(c2ccccc2)c2ccc(Cl)cc2)CC1 (stereo not drawn) | 5.96µM* | 9.6%&4.3% | ?
CCC(C)Nc1nc2c(c(=O)[nH]c(=O)n2C)n1CCC(C)C (stereo not drawn) | -23.1% | -2.4% | -19.5%
O=C(COC(=O)c1c[nH]c2ccccc12)Nc1ccc(F)cc1 | -9.7% | 0.5%[56.1 µM] | -18.2%
COCCNc1nc2ccccc2n1CC(=O)c1ccc(OC)c(OC)c1 | -11.0% | · | 10.2%
COc1ccccc1C(=O)NCCCNC(=O)c1cccnc1 | -11.8% | 1.4%[0.0935 µM] | -20.2%
Cc1ccccc1OCCCC(=O)Nc1nccs1 | -20.4% | 6.0% | 0.8%
c1ccc(-c2csc3ncnc(N4CCOCC4)c23)cc1 | ? | 5.6% | -12.4%
N#Cc1c(NC(=O)C2CC(Cl)=CCC2C(=O)O)sc2c1CCCC2 (stereo not drawn) | 3.1% | 0.0% | 14.0%
CCCCCCNC(=O)C(C#N)c1nc2ccccc2nc1N1CCOCC1 (stereo not drawn) | -15.8% | 1.0% | ?
Cc1ccc(C)c(S(=O)(=O)N2CCCC2CNC(=O)C(=O)NCCc2ccco2)c1 (stereo not drawn) | ? | · | ?
CCNC(=O)C1CCCN(C(=O)c2cccc(Cl)c2)CC1 (stereo not drawn) | 1.2% | · | -8.7%
COc1ccc(CN(C)CC(=O)Nc2cc3oc4ccccc4c3cc2OC)c(OC)c1 | 10.3µM* | 2.2% | 13µM*
Cc1ccc(NC(=O)c2ccc(COc3ccccc3[N+](=O)[O-])o2)nc1 | -15.0% | 3.3% | ?
O=C1c2ccccc2C(=O)c2c1cccc2N1CCN(C/C=C/c2ccccc2)CC1 | ? | · | -28.2%
O=C(CSc1nnc(C2CCCCC2)o1)N1CCCCC1 | -29.4% | 1.0% | ?
CCn1ccnc1CN1CCCC(C(=O)c2ccc3cc(OC)ccc3c2)C1 (stereo not drawn) | 4.61µM* | 6.1% | 2.91µM*
CC(C)Oc1cccc(C(=O)NC(=S)Nc2ccc(Cl)c(C(=O)O)c2)c1 | -2.3% | 0.0% | 3.2%
COc1cc(CNc2nc3ccccc3[nH]2)cc(OC)c1OC | ? | 2.7% | -17.7%
CCOC(=O)c1c(NC(=O)c2ccnn2C)sc(C)c1C | -18.7% | 7.2% | 6.6%
CN1C2C=C3C(C#N)=C(N)C(C#N)(C#N)[C@@H](c4cccs4)C3C1CC2 (stereo partly drawn) | ? | -3.3% | ?
O=C(c1ccc(Cl)cc1Cl)N1CCOCC1 | -11.3% | · | 22.7%
O=[N+]([O-])c1ccc(CSc2ncnc3c2ncn3C2OC(CO)C(O)C2O)cc1 (stereo not drawn) | ? | 14.6% | ?
CCOc1ccc(-c2nnc(-c3ccccc3)o2)cc1 | ? | -5.0% | -1.3%
CC(=O)c1cccc(NC(=O)CN2C(=O)COc3ccc(S(=O)(=O)N4CCOCC4)cc32)c1 | 1.3% | 3.2% | -12.0%
